Assay outcomes as filed in PubChem.
H69AR inhibit: growth inhibitors of human H69AR lung tumor cells; H69AR lung tumor viability, ATP luminescence, 72 h; hits give low values; viability, % at 10 µM; actives 6% (n = 85,000); AID 598;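 active = viability at or below 40%; inactive = viability above 40%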;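 note: multidrug resistant small cell line overexpressing MRP-1 efflux transporter; 100% = mean luminescence of untreated control wells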
ERb coact inh: ER-beta (human) coactivator binding inhibition; Q92731; TR-FRET ER-beta LBD / SRC1-Cy5 peptide binding; receptor agonist-loaded with 1 µM estradiol; inhibition, % at 25.6 µM; actives 1.3% (n = 86,000);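 active = compounds whose percent inhibition of the receptor-coactivator binding signal exceeds about 50% in the single-dose screen, limit read from the data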;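 note: 0% = receptor plus peptide wells without compound and 100% = peptide-only wells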
sEH activator: activators of human soluble epoxide hydrolase. P34913. purified human sEH enzymatic activity, activator screen. activation, % at 2 µM. actives 0.04% (n = 91,000). AID 717; in the data active = activation above about 37%; note: values of inactives mirror those of a sister screen read the other way
Target sequence (P34913 whole entry, looked up): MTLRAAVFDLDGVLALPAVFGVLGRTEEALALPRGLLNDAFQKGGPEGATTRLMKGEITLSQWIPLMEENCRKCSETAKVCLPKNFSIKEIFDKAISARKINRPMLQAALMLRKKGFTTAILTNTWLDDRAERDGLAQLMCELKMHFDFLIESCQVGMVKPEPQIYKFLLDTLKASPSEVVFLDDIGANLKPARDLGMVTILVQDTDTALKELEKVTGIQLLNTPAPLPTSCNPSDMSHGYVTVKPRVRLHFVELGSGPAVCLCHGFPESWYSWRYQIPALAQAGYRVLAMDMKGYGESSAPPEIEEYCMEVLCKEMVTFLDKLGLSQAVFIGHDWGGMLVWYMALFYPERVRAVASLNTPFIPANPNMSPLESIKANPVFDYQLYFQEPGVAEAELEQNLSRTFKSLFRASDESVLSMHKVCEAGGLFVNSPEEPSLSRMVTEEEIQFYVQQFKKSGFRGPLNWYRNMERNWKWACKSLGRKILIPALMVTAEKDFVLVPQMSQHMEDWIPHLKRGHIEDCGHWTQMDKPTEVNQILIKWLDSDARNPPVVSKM
Smad3 inh: Smad3 (human) transcription factor binding inhibition; TR-FRET Smad3/Dy647-FoxH1 peptide binding, europium anti-His; P84022; actives 0.29% (n = 88,000); inhibition, % at 25 µM;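 active = compounds that reduce the energy-transfer binding signal between the protein and its labelled peptide by more than half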;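 note: 0% = Smad3 plus labelled peptide maximal FRET and 100% = peptide-only background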
Target sequence (P84022 whole entry, looked up): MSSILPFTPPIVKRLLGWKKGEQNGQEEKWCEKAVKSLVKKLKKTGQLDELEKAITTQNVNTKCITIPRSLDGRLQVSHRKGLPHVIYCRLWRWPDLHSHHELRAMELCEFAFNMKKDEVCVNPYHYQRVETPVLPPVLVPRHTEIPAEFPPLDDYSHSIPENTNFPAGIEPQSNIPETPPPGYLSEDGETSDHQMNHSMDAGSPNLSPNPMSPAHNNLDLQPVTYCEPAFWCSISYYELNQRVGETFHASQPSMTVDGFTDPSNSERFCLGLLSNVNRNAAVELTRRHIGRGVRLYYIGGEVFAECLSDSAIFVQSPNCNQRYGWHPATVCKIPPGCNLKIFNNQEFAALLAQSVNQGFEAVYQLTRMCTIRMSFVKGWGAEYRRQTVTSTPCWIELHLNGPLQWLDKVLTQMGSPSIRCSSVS
Calb biofilm kill: kills Candida albicans biofilms | inhibition, % at 6 µM | actives 0.14% (n = 85,000) | C. albicans biofilm + clotrimazole, Alamar Blue;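 active = inhibition above 20%; inactive = inhibition below 20%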;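 note: preformed 24 hr biofilms exposed to compound for 48 hr; 0% = biofilm without compound and 100% = blank killed by clotrimazole plus chlorhexidine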
ERa SRC1 pot: enhances coactivator binding to human estrogen receptor alpha | P03372 | TR-FRET ERalpha-LBD/SRC-Cy5 coactivator binding, 2 h; 100 = basal binding, no effect | coactivator binding (% of control), % at 25.6 µM | actives 1.3% (n = 86,000); in the data active = activity above about 200%;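 note: binding measured in presence of low estradiol as agonist stimulus; 0% = peptide alone without receptor and 100% = receptor with peptide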
ERa coact inh: ER-alpha (human) coactivator binding inhibition; P03372; TR-FRET ER-alpha LBD / SRC-1 peptide, estradiol-bound; inhibition, % at 25.6 µM; actives 1.7% (n = 86,000); in the data active = inhibition above about 50%;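 note: 0% = receptor plus peptide control and 100% = peptide only without receptor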
Fibroblast inh: blocks proliferation of human lung fibroblasts. LL 47 human lung fibroblast viability, ATP luminescence; hits give low values. viability, % at 10 µM. actives 1.1% (n = 85,000). AID 719;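 active = viability at or below 50% in the single dose screen; inactive = viability above 50%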;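 note: compound exposure lasted 72 h before the ATP readout; 100% = median luminescence of untreated cell-only wells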
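Benchmarks: Cell-only wells, no compound | Test system: LL 47 human lung fibroblasts, passage 12 or lower | Input: 1,150 cells/well | Measured by: CellTiter-Glo luminescence measuring cellular ATP | Medium: IMEM, 15% FBS supplement | Schedule: Overnight attachment after seeding, then 72 h compound exposure at 37 °C | Doses: Compound addition at 0.1% DMSO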
HUVEC prolif 384: human endothelial cell proliferation inhibition | HUVEC proliferation, CellTiter-Glo luminescence, 72 h; hits give low values | viability, % at 10 µM (by protocol) | actives 1.1% (n = 86,000);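 active = viability at or below 30%; inactive = viability above 30%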;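 note: 100% = median luminescence of DMSO-only cell control wells on each plate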
* = called active by the depositor; · = no result given; [ ] = another dose, or the depositor's remark.

Order of values: Calb biofilm kill	ERa coact inh	Fibroblast inh	H69AR inhibit	ERb coact inh	ERa SRC1 pot	sEH activator	Smad3 inh	HUVEC prolif 384
CC1CCc2nc(NC(=O)C3COc4ccccc4O3)sc2C1 (stereo not drawn)
    3	-12	101	64	3	130	-5	8	95
Cc1cc(C(=O)OCC(=O)NC2CCS(=O)(=O)C2)c(C)n1-c1ccccc1 (stereo not drawn)
    3	4	103	100	3	135	-5	-10	105
COC(=O)c1ccccc1NC(=O)c1c(Br)cnn1C
    9	-5	95	77	0	113	-7	-3	73
O=C1N=c2ccccc2=C1c1sc(=S)n(CC2CCCO2)c1O (stereo not drawn)
    ·	15	74	42	13	92	-19	-6	65
COc1cc(OC)c(NC(=O)CS(=O)(=O)Cc2nc(-c3ccc(C)cc3)oc2C)cc1Cl
    3	14	100	96	16	108	2	6	93
CCOc1ccc(/C(O)=C2/C(=O)C(=O)N(CCCn3ccnc3)C2c2cccs2)cc1Cl (stereo not drawn)
    14	-5	97	97	2	122	-1	5	110
COc1ccc(OC)c(NC(=O)CN2CCN(C(=O)c3ccco3)CC2)c1
    3	3	103	73	-7[fluorescence artefact?]	119	·	1	92
COc1ccc(OC)c(NC(=O)c2c(NC(=O)CNCc3ccco3)sc3c2CCC3)c1
    3	-1	78	16*	4	157	-1	8	80
C=CCn1c(SCn2nnc3ccccc3c2=O)nnc1-c1ccc(Cl)cc1
    2	5	98	93	-1[fluorescence artefact?]	88	-1	2	90
Cn1c(=O)c2c(-c3ccccc3F)c3c(nc2n(C)c1=O)-c1ccccc1C3O (stereo not drawn)
    7	-36[fluorescence artefact?]	92	85	8[fluorescence artefact?]	119[fluorescence artefact?]	7	8	81
Cc1ccc(NS(=O)(=O)N(C)C)cc1
    5	-24	102	95	-29[fluorescence artefact?]	114	10	8	93
Cc1cc(C)n2c(SCC(=O)Nc3cc(C)on3)nnc2n1
    8	8	100	96	6	88	-5	-7	98
CC(C)NS(=O)(=O)c1ccc(OCC(=O)Nc2ccc3c(c2)OCO3)c(Cl)c1
    3	8	95	66	-4[fluorescence artefact?]	101[fluorescence artefact?]	-30	19	80
O=C(NC(Cc1ccccc1)C(=O)N1CCN(c2ccccn2)CC1)c1ccco1 (stereo not drawn)
    2	-14[fluorescence artefact?]	98	89	7	119	-8	-2	109
Nc1nc(COc2ccc3ccccc3c2)cs1
    7	-3	90	92	1	122	-2	2	70
c1ccc(Nc2cccc(Nc3ccccc3)n2)cc1
    0	1	96	96	2	77	4	10	101
COc1cc(C(=O)NCCc2nc3ccccc3n2C)cc(OC)c1OC
    6	-4	88	83	0	88	3	8	80
O=C(NCc1ccc2c(c1)OCO2)c1cc2c(s1)CSC2
    8	27[fluorescence artefact?]	96	102	31[fluorescence artefact?]	74[fluorescence artefact?]	·	-14	99
Cn1c(=O)n(-c2ccccc2)c(=O)c2c3c(sc21)COC(C)(C)C3
    6	-3	100	83	-11	142[fluorescence artefact?]	17	1	101
COc1ccc(S(=O)(=O)N2CCC(C(=O)Nc3nnc(CCN4CCCCC4)s3)CC2)cc1
    3	0	100	101	0	131[fluorescence artefact?]	-13	-1	84
COCCNS(=O)(=O)c1cccc2cccnc12
    0	-2	98	107	-1	94	8	-6	104
CCC(c1nnnn1C1CCCCC1)N1CCN(C2CCCC2)CC1 (stereo not drawn)
    4	-15	96	93	-18	117	·	9	93
O=c1c2ccccc2nc(-c2ccc(Cl)cc2)n1C1CCS(=O)(=O)C1 (stereo not drawn)
    1	-8	104	92	-3	95	3	-3	102
Cn1c(C(C#N)/C(=N\S(=O)(=O)c2cccs2)c2ccccc2)nc2ccccc21 (stereo not drawn)
    5	0	93	88	-23	119	15	4	94
CCN(CC)S(=O)(=O)C1CCS(=O)(=O)C1 (stereo not drawn)
    -4	2[fluorescence artefact?]	99	93	2[fluorescence artefact?]	108	·	-9	98
Cc1ccc(S(=O)(=O)N2CCC(n3nnc4cc(C)ccc43)CC2)cc1
    7	-21	89	88	-17[fluorescence artefact?]	106	-8	6	84
CCOC(=O)C(CO)(NC(C)=O)C(=O)OCC
    5	-10	109	100	-5	96	-7	5	101
O=C(CCCn1c(SCC(=O)NCC2CCCO2)nc2ccccc2c1=O)NCc1ccccc1 (stereo not drawn)
    4	5[fluorescence artefact?]	104	91	0[fluorescence artefact?]	112	-25	3	85
c1cn(CCCNC2=NCCCCC2)cn1
    8	13	99	80	16[fluorescence artefact?]	106	8	-6	100
Cc1ccc2[nH]c(=O)c(CN(Cc3nnnn3Cc3ccccc3)C3CCCC3)cc2c1
    10	8	92	41	-4	119	-7	3	65

An excerpt of these results, with tabs:
Molecule	Calb biofilm kill	ERa coact inh	Fibroblast inh	H69AR inhibit	ERb coact inh	ERa SRC1 pot	sEH activator	Smad3 inh	HUVEC prolif 384
Cn1c(=O)c2c(-c3ccccc3F)c3c(nc2n(C)c1=O)-c1ccccc1C3O (stereo not drawn)	7	-36[fluorescence artefact?]	92	85	8[fluorescence artefact?]	119[fluorescence artefact?]	7	8	81
Cc1ccc(NS(=O)(=O)N(C)C)cc1	5	-24	102	95	-29[fluorescence artefact?]	114	10	8	93
Cc1cc(C)n2c(SCC(=O)Nc3cc(C)on3)nnc2n1	8	8	100	96	6	88	-5	-7	98
CC(C)NS(=O)(=O)c1ccc(OCC(=O)Nc2ccc3c(c2)OCO3)c(Cl)c1	3	8	95	66	-4[fluorescence artefact?]	101[fluorescence artefact?]	-30	19	80

(listing goes on)
Order of values: Calb biofilm kill	ERa coact inh	Fibroblast inh	H69AR inhibit	ERb coact inh	ERa SRC1 pot	sEH activator	Smad3 inh	HUVEC prolif 384
Cc1c(C(=O)OC(C)CCN(C)C)oc2ccccc12 (stereo not drawn)
    1	7	102	95	1[fluorescence artefact?]	125	·	-8	97
c1ccc(CSc2nnc(NC3=NCCCCC3)s2)cc1
    3	15	114	102	6	83	-3	5	97
CCCn1c(SCC(=O)Nc2nnc(C)s2)nnc1-c1ccoc1C
    10	3	98	89	7[fluorescence artefact?]	89	-10	-9	96
O=C1CNC(=O)N1Cc1ccc(Br)cc1
    6	16	98	91	21[fluorescence artefact?]	100[fluorescence artefact?]	0	-3	92
O=C(c1ccc(CN2CCOCC2)cc1)N1CCC(Cc2ccccc2)CC1
    11	0	97	94	-4	111	·	-4	110
CCOC(=O)C1=C(Cc2ccc(C)cc2)C(=O)c2ccccc2C1=O
    -3	6	73	2.0*	12	85	-11	13	18*
Cc1ccc(NC(=O)C(NS(=O)(=O)c2cccc3nsnc23)C(C)C)nc1 (stereo not drawn)
    3	-5	100	102	-3	108	-2	-1	102
CCCC(=O)NCCc1nc2ccccc2n1CCC
    7	-3	98	102	-3	105	12	3	94
S=c1nc(C2CC2)[nH]c2ccccc12
    2	-1	80	82	-3	126	-5	8	74
CC(C)NC(=O)NC(=O)COc1cccc2c1OC(C)(C)C2
    3	-10	104	95	-4[fluorescence artefact?]	104	0	7	96
O=C(c1ccccc1)N1CCN(C(=O)c2ccccc2)CC1
    5	2	100	101	6	97	9	-6	111
Cc1cc(NC(=O)CCCC(=O)O)nc(C)n1
    ·	-3[fluorescence artefact?]	102	102	-5	122	·	8[fluorescence artefact?]	100
C(#Cc1ccccc1)CN1CCN(c2ccccn2)CC1
    7	-6	100	106	-1	114	-4	3	103
Cc1nc(NCC2CCCO2)c2nnn(Cc3ccccc3)c2n1 (stereo not drawn)
    7	12	92	96	20	85	-1	10	83
CN(C(=O)c1ccccn1)c1nnc(-c2ccncc2)s1
    10	3	99	102	13	94	1	-3	96
Cc1ccnc(NS(=O)(=O)c2ccc(NC(=O)Cc3cccs3)cc2)n1
    -1	67*	98	84	62*	49[fluorescence artefact?]	8	1	90
COc1ccc(C2NC(=S)N(c3ccccc3)C(C)=C2C(=O)Nc2ccccc2)cc1 (stereo not drawn)
    2	3	92	90	-14	86	-10	34[fluorescence artefact?]	88
CN(C)c1nc(SCCOC(=O)Nc2ccccc2)nc(N(C)C)n1
    6	-6	106	77	-5	127	-5	-2	88
O=C(NCc1cccs1)c1csc2c1CCCCC2
    6	5	89	90	1	122	-24	2	81
COc1ccc2[nH]c(=O)c(CN(C(=O)COc3ccccc3)C(C)C)cc2c1
    2	8[fluorescence artefact?]	98	78	2[fluorescence artefact?]	112	9	7	90
CCCC(=O)Nc1ccccc1N1CCN(C(=O)c2ccccc2)CC1
    5	-10	98	77	-7	124	-1	5	94
CCCCNC(=O)CCc1nc2cccnc2n1Cc1ccc(OC)cc1
    6	19	99	101	3	97	5	6	99
N=C1C(c2ccccc2)=C(O)CN1c1ccccc1N1CCOCC1
    2	-8	100	100	-6	108	·	8	93
Cc1ccc(OC(=O)c2ccccc2C(=O)OCC(F)(F)C(F)F)cc1
    0	-6	101	99	-5	108	-16	25	91
O=C(Nc1ccccc1Cl)NC1(C(=O)N2CCCC2)CCCCC1
    4	35	107	81	14	63	16	-6	94
Cn1c(N2CCCCC2)nc2c1c(=O)n(Cc1cccc(Br)c1)c(=O)n2C
    7	0	98	34*	0	107	9	10[fluorescence artefact?]	99
COc1ccc(C(=O)N2CCCC2)cc1
    7	-3[fluorescence artefact?]	98	104	2	104	1	0	102
CCCS(=O)(=O)c1c(S(=O)(=O)CCC)c2c(N)cccn2c1C(=O)c1ccc(Br)cc1
    7	4	85	89	6[fluorescence artefact?]	97[fluorescence artefact?]	-34	-8	83
CC(=O)Nc1cccc(Oc2cc(C#N)c(C#N)cc2N2CCCCCC2)c1
    3	0	90	32*	9[fluorescence artefact?]	158	-5	-6	70
COc1ccc(S(=O)(=O)Nc2nc3n(n2)C(c2ccc(Cl)cc2)CC(=O)N3)cc1 (stereo not drawn)
    6	-10	98	100	-13	102	0	-18	107

Given tab-delimited: two of the compounds above.
SMILES	Calb biofilm kill	ERa coact inh	Fibroblast inh	H69AR inhibit	ERb coact inh	ERa SRC1 pot	sEH activator	Smad3 inh	HUVEC prolif 384
C(#Cc1ccccc1)CN1CCN(c2ccccn2)CC1	7	-6	100	106	-1	114	-4	3	103
Cc1nc(NCC2CCCO2)c2nnn(Cc3ccccc3)c2n1 (stereo not drawn)	7	12	92	96	20	85	-1	10	83

Continuation.
Order of values: Calb biofilm kill	ERa coact inh	Fibroblast inh	H69AR inhibit	ERb coact inh	ERa SRC1 pot	sEH activator	Smad3 inh	HUVEC prolif 384
CCc1nnc(NC(=O)C=C(C)C)s1
    2	-4	98	90	-3	89	-11	-4	96
CCOC(=O)N1CCN(C(=O)CSc2cc(C)nc3c(-c4ccccc4OC)c(C)nn23)CC1
    4	-4	102	39*	-5	124	7	9[fluorescence artefact?]	99
COC(=O)c1ccc(C2CC(=O)Nc3cc(OC)c(OC)c(OC)c32)cc1 (stereo not drawn)
    4	0	88	93	10	89	-16	5	85
O=C(NCc1ccc(F)cc1)c1cccc(S(=O)(=O)N2CCCC2)c1
    6	-6	98	98	-7	94[fluorescence artefact?]	-30	-14	99
Cc1cc(Br)ccc1NC(=O)C1CCCO1 (stereo not drawn)
    9	-11	91	101	-7	123	-7	-7	90
CC(=O)Nc1ccc(NS(C)(=O)=O)cc1
    3	-1	98	99	-1	100	-16	-18	94
O=C(c1cc(-c2ccccc2O)on1)N1CCc2ccccc2C1
    0	0	102	102	-1	116	-4	7	89
CC1=NN(/C(=N\c2nnc(C)s2)Nc2ccccc2)[C@H](c2ccc(C)cc2)S1
    4	2	89	57	7	95	-12	6	94
CCN(C(=O)c1c(-c2ccccc2)noc1C)c1ccccc1
    2	-20	91	101	-11	105	6	7	105
Cc1cc(NC(=O)CCC(=O)N(CC(=O)NC2CCCC2)c2cccc(C)c2C)no1
    -1	-10	93	101	0	116[fluorescence artefact?]	3	1	89
O=C(Nc1ccc(F)cc1)c1cccc2c1C(=O)N(Cc1ccccn1)C2
    3	10	103	71	21	77	-5	10	96

This is a subset (hit frequency here may not be typical).
